Bioassay records from PubChem.
Giardia killer – kills Giardia lamblia | Giardia lamblia trophozoite viability | activity change, % at 7.66 µM, hits read low | 0.15% of 340,000 active; in the data active means activity change below about -80%; inconclusive means between about -30% and that limit;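 further: parasites exposed to compound for two days anaerobically before the ATP read; on the % scale 0 is the no-effect control and ±100 the full control effect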
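Each well holds 100 Giardia trophozoites and compound. After two days (48 hrs) at 37 deg C in anaerobic conditions, ATP is quantified by luminescence.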
hERG WT inh – KCNH2 (human, wildtype) channel inhibition | Q12809 | U2OS, BacMam KCNH2, thallium flux FluxOr; hits give low values | activity change, % at 1.84 µM | 0.37% of 340,000 active;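 active means maximum activity change below -70%; inconclusive means maximum activity change between -70% and -50%; inactive means maximum activity change above -50%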; further: on the % scale 0 is the no-effect control and ±100 the full control effect
Target sequence (Q12809 whole entry, looked up): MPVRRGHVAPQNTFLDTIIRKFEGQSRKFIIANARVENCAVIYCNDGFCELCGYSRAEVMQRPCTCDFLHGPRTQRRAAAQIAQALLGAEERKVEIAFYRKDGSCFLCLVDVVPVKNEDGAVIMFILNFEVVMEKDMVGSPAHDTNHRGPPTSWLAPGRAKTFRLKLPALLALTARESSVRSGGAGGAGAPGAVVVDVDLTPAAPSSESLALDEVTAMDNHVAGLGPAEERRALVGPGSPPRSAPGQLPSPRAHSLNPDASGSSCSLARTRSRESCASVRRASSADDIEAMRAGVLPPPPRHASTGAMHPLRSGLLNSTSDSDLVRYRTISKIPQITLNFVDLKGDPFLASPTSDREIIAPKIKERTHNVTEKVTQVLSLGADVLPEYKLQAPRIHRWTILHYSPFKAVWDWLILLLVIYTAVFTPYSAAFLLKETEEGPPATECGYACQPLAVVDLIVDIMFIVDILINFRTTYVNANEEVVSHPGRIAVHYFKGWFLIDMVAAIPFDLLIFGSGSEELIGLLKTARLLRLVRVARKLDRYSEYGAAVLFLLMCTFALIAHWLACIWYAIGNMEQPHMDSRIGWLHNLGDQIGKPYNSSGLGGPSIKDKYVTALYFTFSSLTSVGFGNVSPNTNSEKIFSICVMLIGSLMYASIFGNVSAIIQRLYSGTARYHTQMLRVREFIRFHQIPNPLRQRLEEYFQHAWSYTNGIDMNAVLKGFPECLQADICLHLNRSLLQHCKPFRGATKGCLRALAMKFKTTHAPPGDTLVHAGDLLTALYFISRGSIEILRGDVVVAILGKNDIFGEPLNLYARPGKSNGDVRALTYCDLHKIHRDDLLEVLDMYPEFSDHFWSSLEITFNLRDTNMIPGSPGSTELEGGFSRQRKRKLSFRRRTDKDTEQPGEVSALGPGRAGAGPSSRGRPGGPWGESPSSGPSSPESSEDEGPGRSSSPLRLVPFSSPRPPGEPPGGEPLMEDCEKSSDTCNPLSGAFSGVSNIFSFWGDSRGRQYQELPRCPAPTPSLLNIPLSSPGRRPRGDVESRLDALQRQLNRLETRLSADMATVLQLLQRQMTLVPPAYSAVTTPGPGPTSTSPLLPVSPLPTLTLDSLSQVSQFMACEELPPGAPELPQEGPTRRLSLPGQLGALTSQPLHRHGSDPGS
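U2OS cells transduced with wild-type KCNH2 virus are loaded with FluxOr dye for 45 min, and thallium flux is measured in kinetic reads before and after stimulation buffer. Rate constants are normalized to DMSO controls.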
GALK inhibitor – galactokinase (human) inhibition; Purified GALK, Kinase-Glo residual ATP luminescence; 0.007% of 270,000 active; AID 1868; P51570; Potency, µM (highest dose often 57.5 µM), inactives show at the top dose activity change, negative = inhibition, hits mostly inhibitors; further: potency means the concentration at half of the fitted maximal effect; on the % scale 0 is the no-effect control and ±100 the full control effect
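Human GALK (5 nM) with 35 uM ATP and 100 uM galactose in 20 mM HEPES pH 8.0, 5 mM MgCl2, 60 mM NaCl, 1 mM DTT, 0.01% BSA. After 1 h at room temperature, leftover ATP was read by Kinase-Glo Plus luminescence.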
USP2a inh – USP2a (human) protease inhibition; O75604; USP2 core, Ub-CHOP2 coupled fluorogenic reporter, 485/531; Potency, µM (titrated, usually from 38.3 µM), for inactives: at the highest dose activity change, negative = inhibition, usual class: inhibitors; 0.01% of 330,000 active;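 further: potency means the concentration at half of the fitted maximal effect; plate controls were DMSO wells for no effect and full inhibition by NEM control for full effect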
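Cell-free coupled assay: 10nM USP2 core preincubated 30min RT with compound in Tris-HCl pH 8.0/CaCl2/CHAPS buffer, then 25nM Ub-CHOP2 and 25nM reporter substrate; fluorescence (Ex 485/Em 531) read after 60min RT, normalized to NEM inhibition, concentration-response curves fitted.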
MLL CXXC-DNA inh – inhibitors of human MLL CXXC domain-DNA interaction; Q03164; MLL-CXXC / FITC-HOXA9 DNA fluorescence polarization; Potency, µM (titrated, usually from 115 µM), without a hit: at the highest dose activity change, negative = inhibition, hits mostly inhibitors; 0.037% of 290,000 active; AID 2662; active means well fitted inhibition curve with a large enough effect in the polarisation, with a control signal flat, not every such curve was filed as active; inconclusive means small, poorly fitted or top-dose-only effect, or effect the other way, or a change in a side signal; inactive means no such curve, though single readings can be large or run the other way; the % refers to the polarisation; further: potency means the concentration at half of the fitted maximal effect
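Purified MLL-CXXC (added from a 7 uM solution) was preincubated 5 min at ambient with pinned compounds in 50 mM Tris-HCl pH 7.5, 50 mM NaCl, 1 mM DTT, 0.05% BSA. Fluorescein-labeled HOX-A9 DNA (50 nM solution) followed, 30 min, then polarization read.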
TRPV1 ag – activates the human vanilloid receptor TRPV1; 0.19% of 320,000 active; activation, % at 8.33 µM; Q8NER1; TRPV1-expressing cells, Fluo-8 calcium influx, agonist mode; in the data active means activation above about 80%; inconclusive means between about 30% and that limit; further: 0% is about no effect
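Cells expressing TRPV1 were dye-loaded with Fluo-8 and read kinetically: 10 s baseline, 3 min after compound (agonist portion), then 2 min after EC20 capsaicin (allosteric enhancer portion). Calcium-bound dye fluorescence at 480/520 nm.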
Menin MLL FP TR – inhibitors of human menin-MLL interaction, mutant MLL peptide. Menin + Texas Red MLL mutant peptide, fluorescence polarization. Potency, µM (doses to about 61.6 µM), inactives show top-dose FP activity change, negative = inhibition, actives largely listed as inhibitors. AID 1768. 0.23% of 270,000 active; active means well fitted inhibition curve with a large enough effect in the polarisation, with a control signal flat, not every such curve was filed as active; inconclusive means small, poorly fitted or top-dose-only effect, or effect the other way, or a change in a side signal; inactive means no such curve, though single readings can be large or run the other way; the % refers to the polarisation; further: potency means the concentration at half of the fitted maximal effect; % of control where 0% means no effect; many of its hits are not listed in these tables
PKM2 act – increases activity of human pyruvate kinase M2 | purified PKM2, Kinase-Glo ATP luminescence, activation; response scale: 0% is enzyme alone, no compound | P14618 | Potency, µM (titrated, usually from 57.5 µM), inactives show at the top dose activation, actives largely listed as activators | 0.34% of 260,000 active; further: potency means the concentration at half of the fitted maximal effect; on the % scale 0 is the no-effect control and ±100 the full control effect; nearly all actives have a fitted effect of over 55% in size
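Purified hPK-M2 (>95%) run at intermediate activity with 0.1 mM ADP and 0.5 mM PEP in 50 mM imidazole pH 7.2, KCl, MgCl2; 1 h room temperature. ATP formed read by Kinase-Glo luminescence; normalized to uninhibited and no-enzyme controls.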
B2AR arrestin – recruits beta-arrestin to the human beta2-adrenergic receptor; P07550; beta-arrestin recruitment to beta2AR, cell-based reporter; Potency, µM (doses to about 46.1 µM), without a hit: at the top dose activation, usual class: activators; 0.02% of 330,000 active;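 further: potency means the concentration at half of the fitted maximal effect; 0% = DMSO controls and full agonism = EC100 isoproterenol or metaproterenol; nearly all actives have a fitted effect of over 65% in size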
KCNH2 3.1 inh – KCNH2 3.1 (human) potassium channel inhibition; AID 720553; U2OS KCNH2 3.1, thallium flux FluxOr; hits give low values; 0.95% of 340,000 active; activity change, % (tested at about 1.8 µM);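 active means maximum activity change below -70%; inconclusive means maximum activity change from -70% to -50%; inactive means maximum activity change above -50%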;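 further: thallium influx rate constant from kinetic fluorescence after stimulation buffer; on the % scale 0 is the no-effect control and ±100 the full control effect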
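FluxOr-based Tl+ influx in U2OS cells transduced with KCNH2 3.1 virus; rate constants normalized to DMSO controls.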
FBPA coupling cs – coupling enzyme interference in Giardia aldolase counter-screen; coupling enzyme system counterscreen, AmpLite Red fluorescence; activity change, negative = inhibition, % at 58.2 µM, hits read low; 0.67% of 290,000 active; in the data active means activity change below about -30%; further: on the % scale 0 is the no-effect control and ±100 the full control effect
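Counterscreen lacking aldolase: glyceraldehyde-3-phosphate coupling-enzyme reagent preincubated 10 min at RT with compound (at 57.5 uM final), then substrate/coupling system with AmpLite Red added; fluorescence read at 525/598 nm after 20 min RT.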
Starred values were filed as active, the others as inactive; ? = inconclusive; . = not tested or not shown; [ ] = dose if it differs, or a comment. Unless noted, the call rests on the fitted dose curve; in most records, active means well fitted curve in the direction sought with a large enough effect; inconclusive means small, poorly fitted or top-dose-only effect, or another doubt; inactive means no such curve, though single readings can be large; an effect the other way counts as inactive or inconclusive. A portion of the library; rates above refer to the full screens.

[1] CC(C)(C)NC(=O)CN1CCCN(C(=O)COc2ccc(Cl)c3ccccc23)CC1
[2] Cc1ccc(C2SCC(=O)Nc3c2c(=O)[nH]n3C2CCOC(C)(C)C2)cc1 (stereo not drawn)
[3] Cc1ccc(N)c(C)c1
[4] Nc1c(C(=O)NCCN2CCOCC2)c2nc3ccccc3nc2n1Cc1ccco1
[5] C[C@@H]1O[C@@H](O[C@@H]2C=C3CCC4C(CC[C@]5(C)[C@@H](c6ccc(=O)oc6)CC[C@]45O)[C@@]3(C)CC2)[C@H](O)[C@H](O)[C@H]1O (stereo partly drawn)

Screen / compound no.	1	2	3	4	5
Giardia killer	-20	-3	7	-25	10
hERG WT inh	5	-9	0	-8	0
GALK inhibitor	.	-2%	.	5%	.
USP2a inh	-1%	1%	1%	2%	1%
MLL CXXC-DNA inh	.	-1%	.	6%	.
TRPV1 ag	2	1	-1	7	0
Menin MLL FP TR	.	0%	.	-21%	.
PKM2 act	.	1%	.	-1%	.
B2AR arrestin	-1.1%	0.1%	0.2%	-0.1%	-0.1%
KCNH2 3.1 inh	-5	8	1	-14	-12
FBPA coupling cs	.	0	.	-1	.

[6] CC(=O)O[C@H]1CCC2C3CCC4=CC(=O)CCC4=C3C=C[C@@]21C (stereo partly drawn)
[7] CC(=O)Nc1ccc(C(=O)OCC(=O)Nc2ccc(Cl)cc2C(=O)c2ccccc2)cc1
[8] Cc1ccc2c(c1)C1CN(C)CCC1N2C(=S)Nc1cccnc1 (stereo not drawn)
[9] CCOc1cc(CNC(C)C(O)c2ccccc2)cc(Cl)c1OCC (stereo not drawn)
[10] CC1CCCN(C(=O)CN2C3CCC2CC(O)(c2ccc(F)cc2)C3)C1 (stereo not drawn)

Screen / compound no.	6	7	8	9	10
Giardia killer	-3	-6	44[activator]	14	5
hERG WT inh	-6	3	7	13	0
GALK inhibitor	3%	2%	1%	1%	9%
USP2a inh	2%	3%	12%	1%	1%
MLL CXXC-DNA inh	16%	4%	1%	13%	7%
TRPV1 ag	22	20	3	-1	-1
Menin MLL FP TR	-13%	?	1%	5%	23%
PKM2 act	.	0%	-4%	-7%	1%
B2AR arrestin	-0.7%	-0.1%	-0.1%	-0.3%	-0.2%
KCNH2 3.1 inh	-3	8	-3	-13	-2
FBPA coupling cs	-10	-1	0	2	3

Whole records, looked up by structure. Values in the order: Giardia killer | hERG WT inh | GALK inhibitor | USP2a inh | MLL CXXC-DNA inh | TRPV1 ag | Menin MLL FP TR | PKM2 act | B2AR arrestin | KCNH2 3.1 inh | FBPA coupling cs
Shown for CCOc1cc(CNC(C)C(O)c2ccccc2)cc(Cl)c1OCC (stereo not drawn) → 14 | 13 | 1% | 1% | 13% | -1 | 5% | -7% | -0.3% | -13 | 2
Shown for CC(=O)Nc1ccc(C(=O)OCC(=O)Nc2ccc(Cl)cc2C(=O)c2ccccc2)cc1 → -6 | 3 | 2% | 3% | 4% | 20 | ? | 0% | -0.1% | 8 | -1

Single entries from the entries so far:
Cc1ccc2c(c1)C1CN(C)CCC1N2C(=S)Nc1cccnc1 (stereo not drawn) in FBPA coupling cs: 0
CC(=O)O[C@H]1CCC2C3CCC4=CC(=O)CCC4=C3C=C[C@@]21C (stereo partly drawn) in FBPA coupling cs: -10

Retrieved by compound from the entries so far:
[8] Cc1ccc2c(c1)C1CN(C)CCC1N2C(=S)Nc1cccnc1 (stereo not drawn)
[10] CC1CCCN(C(=O)CN2C3CCC2CC(O)(c2ccc(F)cc2)C3)C1 (stereo not drawn)
[7] CC(=O)Nc1ccc(C(=O)OCC(=O)Nc2ccc(Cl)cc2C(=O)c2ccccc2)cc1
[6] CC(=O)O[C@H]1CCC2C3CCC4=CC(=O)CCC4=C3C=C[C@@]21C (stereo partly drawn)
[9] CCOc1cc(CNC(C)C(O)c2ccccc2)cc(Cl)c1OCC (stereo not drawn)

Screen / compound no.	8	10	7	6	9
Giardia killer	44[activator]	5	-6	-3	14
hERG WT inh	7	0	3	-6	13
GALK inhibitor	1%	9%	2%	3%	1%
USP2a inh	12%	1%	3%	2%	1%
MLL CXXC-DNA inh	1%	7%	4%	16%	13%
TRPV1 ag	3	-1	20	22	-1
Menin MLL FP TR	1%	23%	?	-13%	5%
PKM2 act	-4%	1%	0%	.	-7%
B2AR arrestin	-0.1%	-0.2%	-0.1%	-0.7%	-0.3%
KCNH2 3.1 inh	-3	-2	8	-3	-13
FBPA coupling cs	0	3	-1	-10	2

Further results follow:
[11] CCOc1ccc(-c2cc(C)[n+](CCc3ccc(OC)c(OC)c3)c(-c3ccc(OCC)cc3)c2)cc1
[12] CCC(=NCc1cccnc1)c1c(O)n(C2CCCCC2)c(=O)[nH]c1=O
[13] CCCCCCCCCCCCn1ccc(=N)cc1
[14] CCn1c(O)c(C=Nc2ccc(N3CCOCC3)c(Br)c2)c(=O)n(CC)c1=S
[15] Cc1ccc(N2C(=O)NC(=O)C3(Cc4ccccc4N4CCCC43)C2=O)cc1 (stereo not drawn)

Screen / compound no.	11	12	13	14	15
Giardia killer	-11	-14	-4	-13	17
hERG WT inh	-6	-11	2	-14	-5
GALK inhibitor	-1%	0%	4%	1%	-1%
USP2a inh	-1%	0%	0%	2%	2%
MLL CXXC-DNA inh	9%	-4%	16%	-11%	-5%
TRPV1 ag	-1	0	5	-4	2
Menin MLL FP TR	?	-22%	.	18%	12%
PKM2 act	.	1%	-3%	0%	-5%
B2AR arrestin	2.4%	-0.2%	0.2%	0.5%	-0.5%
KCNH2 3.1 inh	4	11	0	7	0
FBPA coupling cs	1	0	0	-11	0

[16] CCCc1nc2ccccc2c(=O)n1-c1ccc(O)cc1
[17] CCOP(=O)(OCC)C1(C(=O)O)CCCC1
[18] O=[N+]([O-])c1ccc(-c2ccc(C=Nc3cccc4ccccc34)o2)cc1
[19] Cc1nc2cc(-c3ccccc3)nn2c(C)c1CCC(=O)N1CCC2(CC1)OCCO2
[20] Cc1cc(/C=C2\C(=O)NC(=O)N(c3ccccc3)C2=O)c(C)n1-c1ccc(C(=O)O)c(Cl)c1
[21] N=c1ccccn1Cc1ccccc1
[22] COc1cccc(OC)c1CN1CCCC(C(=O)c2cccc(Cl)c2)C1 (stereo not drawn)
[23] COC(=O)c1c(C)n(Cc2ccccc2)c2ccc(O)cc12

Screen / compound no.	16	17	18	19	20	21	22	23
Giardia killer	-6	-10	12	7	2	-2	-7	9
hERG WT inh	1	-3	2	-8	6	-3	15	-4
GALK inhibitor	-1%	1%	-5%	2%	1%	0%	0%	-1%
USP2a inh	2%	6%	1%	-1%	0%	1%	3%	1%
MLL CXXC-DNA inh	4%	-2%	-4%	16%	?	0%	-10%	7%
TRPV1 ag	-1	.	-5	1	0	-1	6	-4
Menin MLL FP TR	-15%	.	?	?	23%	14%	2%	11%
PKM2 act	1%	-8%	6%	-4%	11%	2%	-3%	?
B2AR arrestin	-0.3%	0.2%	-0.4%	0.3%	0.0%	-1.0%	-0.3%	0.1%
KCNH2 3.1 inh	12	13	-39	-15	-14	0	-32	-5
FBPA coupling cs	1	4	-11	0	6	4	1	4
